# High-throughput results deposited in PubChem BioAssay by Fisher Drug Discovery Resource Center.
# mcGAS MS inh – inhibitors of mouse cGAS; inhibition, % at 12.5 µM; recombinant mouse cGAS, cGAMP by RapidFire MS; AID 1259397; 0.18% of 130,000 active; Q8C6L5;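 active = inhibition of cGAS enzyme activity at or above 60%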;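 note: enzyme stimulated by 45 bp dsDNA with ATP and GTP substrates; cGAMP share of summed cGAMP plus half ATP and half GTP signals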
# Target sequence (Q8C6L5 whole entry, looked up): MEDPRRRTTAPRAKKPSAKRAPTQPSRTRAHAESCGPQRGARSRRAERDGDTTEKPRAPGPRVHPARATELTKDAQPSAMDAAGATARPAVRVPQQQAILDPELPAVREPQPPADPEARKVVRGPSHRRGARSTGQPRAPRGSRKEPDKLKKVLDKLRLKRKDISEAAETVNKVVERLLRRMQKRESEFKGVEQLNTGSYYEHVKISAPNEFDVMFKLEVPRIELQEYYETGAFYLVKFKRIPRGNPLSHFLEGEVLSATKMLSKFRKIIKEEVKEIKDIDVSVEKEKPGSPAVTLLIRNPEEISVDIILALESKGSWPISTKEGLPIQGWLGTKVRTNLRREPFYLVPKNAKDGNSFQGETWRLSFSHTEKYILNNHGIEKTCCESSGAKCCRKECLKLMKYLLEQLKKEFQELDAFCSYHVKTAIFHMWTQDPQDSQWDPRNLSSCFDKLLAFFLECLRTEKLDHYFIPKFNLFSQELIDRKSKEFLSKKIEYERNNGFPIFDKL
# Numbers without * were called inactive; & = joins results of further samples. Not all compounds are listed, so the mix of outcomes need not match the whole.
SMILES,mcGAS MS inh
CCN1CCN(C(=O)CCC2CCN(C(=O)CC3=CCCCC3)CC2)CC1,6
O=C(CCC1CCN(Cc2ccc3c(c2)OCCO3)CC1)N1CCN(c2ccccc2)CC1,-5
Cc1nn(C)c(C)c1CCc1nc(CC(C)C)nn1-c1ccccn1,-6
C=C(C)CSc1nnc2[nH]c(=O)cc(N)n12,-24
COc1ccc(OC2CCN(C(C)=O)CC2)c(C(=O)NCCn2cccn2)c1,-8
COc1ccc(NCCCn2c(C)c(C)n3c4c(=O)n(C)c(=O)n(C)c4nc23)c(OC)c1,-12
CC1c2cccn2CCN1CC(=O)Nc1sc2c(c1C#N)CCC2 (centres undefined),-10
Clc1nc2ccccc2n2ccnc12,-5
COc1ccc(C)cc1CC(=O)Nc1ccncc1,-6
CN1C(=O)C2(CCCN(C(=O)c3cc4sccc4[nH]3)C2)c2ccccc21 (centres undefined),3
O=C(c1cccc(Br)c1)N1CCCC(OCc2cccc(OC(F)(F)F)c2)C1 (centres undefined),-6
Cc1ccoc1C(=O)N(C)Cc1ccc(-n2cccn2)cc1,-12
Cc1cc(C)[n+](C23CC4CC(CC(C4)C2)C3)o1,-10
O=C(CCC1CCN(Cc2ccccc2O)CC1)NCc1cccc(C(F)(F)F)c1,0
c1ccc(-c2nnc3sc(-c4cnccn4)nn23)cc1,5
CC(=O)Nc1sc(C)c(C)c1C(=O)O,-10
O=C(Nc1nnc(C2CC2)s1)c1nn(-c2ccccc2)c(=O)c2ccccc12,-5
Cc1ccsc1C(=O)N(C)C(C)c1cccs1 (centres undefined),3
CCNC(=S)NNC(=S)NCC1CCCO1 (centres undefined),49
O=c1oc2c(Cl)cc(Cl)cc2cc1-c1csc(Nc2ccc(F)cc2)n1,-3
CCOC(=O)C1(Cc2ccc(Cl)cc2)CCN(Cc2nccn2CC)CC1,-7
Oc1ccc(-c2csc(NC3CCCC3)n2)c(O)c1,13
NC(=O)C1CCN(C(=O)c2cccn3c(=O)c4c5c(sc4nc23)CCCC5)CC1,-9
C=CCn1c(SCc2cc3c(cc2Cl)OCO3)nnc1-c1cccnc1,1

# Already shown: entries from further up.
SMILES,mcGAS MS inh
CC(=O)Nc1sc(C)c(C)c1C(=O)O,-10
O=C(Nc1nnc(C2CC2)s1)c1nn(-c2ccccc2)c(=O)c2ccccc12,-5
Cc1ccsc1C(=O)N(C)C(C)c1cccs1 (centres undefined),3
CCNC(=S)NNC(=S)NCC1CCCO1 (centres undefined),49
O=c1oc2c(Cl)cc(Cl)cc2cc1-c1csc(Nc2ccc(F)cc2)n1,-3

# Carrying on.
SMILES,mcGAS MS inh
CC(CNC(=O)Cc1ccc2ccccc2c1)N1CCN(C)CC1 (centres undefined),-19
COc1ccc(N2C(=O)CCC(C(C)=O)=C2C)cc1,-8
Cc1ccc(Oc2ncccc2CNCc2cnn(C)c2C)cn1,2
C=CCn1c(=O)c2c(nc3n2CC(C)CN3Cc2ccccc2)n(C)c1=O (centres undefined),-5&0
CC1C(=O)N(c2ccc([N+](=O)[O-])cc2)CCN1C(=O)CCc1ccccc1 (centres undefined),-7
Cc1nc(-c2cc(NCc3ccccn3)nc3[nH]ccc23)cc(C(C)C)n1,2
CN(CC1OCCO1)C(=O)CSc1nnc2ccc(C(F)(F)F)cn12,-6
CC1(C)CC(=O)c2c(O)cc(=O)n(-c3ccc(Cl)cc3)c2C1,-4
Cc1ccc(OCCOc2c(Cl)cc(Cl)cc2/C=N\n2cnnc2)c(C)c1,-13
CCSc1nnc(NC(=O)CSc2nc3[nH]ncc3c(=O)[nH]2)s1,-2
COc1ccc(-n2ccsc2=S)cc1,0
COC1(C)CC(N(C)CC(=O)N(C)C(C)c2ccc(F)cc2)C1(C)C (centres undefined),-9
O=C1CCSc2ccccc2N1,-6
Brc1cnc(N2CCOCC2)nc1,-10
O=C(NCCCn1nnc2ccccc21)c1cn(C2CCCCC2)nn1,-13
O=C1c2nc(Nc3ccncc3)ccc2CN1C1(C(=O)NC2CC2)CC1,8
CCOC(=O)C1(Cc2ccccc2C)CCCN(Cc2cnc(C)s2)C1 (centres undefined),-5
Cn1c(=O)c2c(nc(NCCO)n2CCCc2ccccc2)n(C)c1=O,-1
COc1cccc2c1C(=O)CC1(CCN(CC(=O)Nc3ccccc3Sc3ccccc3)CC1)O2,-7
O=C(c1cc2n(n1)CCN(Cc1ccc3nonc3c1)C2)N1CCCC1,-27
Cc1ccc(Sc2ccc(NC(=O)Cn3cnnn3)cc2)cc1C,-5
Cc1cccc(-n2c(-c3ccccc3)cnc2SC(C)C(=O)N(C)C2CCS(=O)(=O)C2)c1C (centres undefined),-5
COc1cccc(C(O)c2ncc(-c3ccccc3)[nH]2)c1 (centres undefined),-8
NCCc1nc(NCc2ccccc2-n2cncn2)c2ccccc2n1,-5
Cc1cc(C(=O)Cn2c(C)csc2=O)c(Cl)cc1F,-6
CCC(C)(C)C1CCC2(CC1)NCCc1c2[nH]c2ccccc12 (centres undefined),-8
O=C(O)c1nn(-c2ccccc2F)c(=O)n(Cc2cccc(Cl)c2)c1=O,-4
CNC(=O)c1ccc(SC)c([N+](=O)[O-])c1,-3
CC(C)CCNC(=O)COC(=O)c1cc2c(s1)-c1ccccc1OC2,-43
COc1ncccc1-c1cc2nc(NCCNC(C)=O)n(C)c(=O)c2s1,3
Cc1ccc(C)c(NC(=O)Cn2c3ccccc3c(=O)c3ccccc32)c1,5
O=C(CC1C(=O)NCCN1Cc1ccccc1)NCc1scnc1-c1ccccc1 (centres undefined),5
Cc1cccc(CC(=O)NCCn2ncccc2=O)c1,-2
Cc1cc(=O)[nH]c(NN=Cc2ccc(O)c(O)c2O)n1,13
O=C(CSc1nnc2c(Cl)cc(Cl)cn12)NCC12CC3CC(CC(C3)C1)C2,2
COC(=O)c1ccc2c(c1)CC(CNC(=O)c1cccc([N+](=O)[O-])c1)O2 (centres undefined),-3

# Grouped by structure, those above containing a thiophene ring, fused or not (7)
SMILES,mcGAS MS inh
CC1c2cccn2CCN1CC(=O)Nc1sc2c(c1C#N)CCC2 (centres undefined),-10
CN1C(=O)C2(CCCN(C(=O)c3cc4sccc4[nH]3)C2)c2ccccc21 (centres undefined),3
CC(=O)Nc1sc(C)c(C)c1C(=O)O,-10
Cc1ccsc1C(=O)N(C)C(C)c1cccs1 (centres undefined),3
NC(=O)C1CCN(C(=O)c2cccn3c(=O)c4c5c(sc4nc23)CCCC5)CC1,-9
CC(C)CCNC(=O)COC(=O)c1cc2c(s1)-c1ccccc1OC2,-43
COc1ncccc1-c1cc2nc(NCCNC(C)=O)n(C)c(=O)c2s1,3

# New compounds follow.
SMILES,mcGAS MS inh
O=S(=O)(c1ccccc1)N(CC(F)(F)F)S(=O)(=O)c1ccccc1,7
CCc1cc(Cl)c(OC)c(C(=O)NCC2CCCN2CC)c1O (centres undefined),0
O=C(Nc1ccccc1C(=O)OC1CCCCNC1=O)c1ccco1 (centres undefined),3
CCS(=O)(=O)c1ccc2oc(=S)n(CN3CCC(C)CC3)c2c1,-12
CCCCCCn1c(N(C)Cc2ccccc2)nc2c1c(=O)[nH]c(=O)n2C,-3
CCOC(=O)C1(Cc2ccc(OC)cc2)CCN(C(=O)COc2ccccc2OC)CC1,-5
Nc1nc(N2CCCc3ccccc32)ncc1[N+](=O)[O-],-2
Cc1ccc2nc(NC3CC(C)(C)NC(C)(C)C3)cc(=O)n2c1,-9
Cc1ccc(-c2nccn2CCS(=O)(=O)c2ccc(F)cc2)cc1,-5
COc1nn(C)cc1C(=O)NCCc1ccccc1,-14
CCCCc1nn2c(N)c(C=C3C=CC(=O)C(OCC)=C3)c(=O)nc2s1,-10
CCN(CC(=O)N(C)C)C(=O)c1cccc(CSc2nccn2C)c1,-1
CC(C)(C)CC(=O)N1CCN(c2ccc(S(C)(=O)=O)cc2[N+](=O)[O-])CC1,6
CC(=O)NCCC1CCCCN1C(=O)Nc1ccccc1-c1ccccc1 (centres undefined),-10
CC(C[N+](C)(C)C)OC(N)=O (centres undefined),-9&-5&-4&-2&4
CC(C)Oc1cc(N(C)CC(C)N2CCOCC2)nc(N)n1 (centres undefined),-16
Cc1ccc(CC2CCCN(C(=O)CNC(=O)C3CC3)C2)cc1 (centres undefined),-11
O=C(O)c1ccccc1S,36
CCn1ncc(Cl)c1C(=O)N1CCc2c(c(C(=O)O)nn2CC(C)C)C1,-7
Cc1cccc(NC(=O)CNC(=O)c2cncn2-c2ccc(F)cc2)c1C,-16
Cc1cc2nnc(C(=O)N3CCC4(CC3)C(=O)NCN4c3ccccc3)c(C)n2n1,5
Cc1ccc(Cl)c2sc(NCCN(C)C)nc12,-9
Cc1ccc(SCC(=O)N2CCCC(c3nn[nH]n3)C2)cc1 (centres undefined),-3
CCn1c(=O)c(C(=O)O)nn(-c2ccc(C)c(F)c2)c1=O,-3
O=C1NC(=O)C(=Cc2ccc(F)cc2)S1,31
C=CCC(=O)N1CCC(C(=O)Nc2ccc(-c3cccc(C)c3)cc2)CC1,4
CCCCN(C)S(=O)(=O)N1CCC(OC2CCC(C)CC2)CC1 (centres undefined),-2
CS(=O)(=O)c1ccc(S(=O)(=O)NC2CCC(c3ccccc3)CC2)cc1 (centres undefined),-2
CC(Nc1ccccc1C#N)c1cccnc1 (centres undefined),3
CC(C)NC(=O)C1CCN(C2CCN(C(=O)CCCc3cn[nH]c3)CC2)CC1,-16
COc1ccc(CN2CCCC(CCNS(C)(=O)=O)C2)cc1C (centres undefined),-11
O=C(N/N=C\c1cccc2nccnc12)[C@@H]1CCCN1,-8
Cc1nc2c(C(=O)N3CCOC(C(F)(F)F)C3)cccc2[nH]1 (centres undefined),-11
CCc1ccc(OCC(=O)Nc2nc3ncccn3n2)cc1,-4
CC1=NCCn2c(CN(C)CC(C)C)ccc21,-5
COc1ccc(NC(=O)CSc2nnc3ccccn23)c(OC)c1,3
CCn1c(-c2cccc(C(F)(F)F)c2)csc1=Nc1ccc2[nH]c(=O)[nH]c2c1,-6
Nc1nc(Cl)cc(NC2CCCSC2)n1 (centres undefined),-1
CCc1nc2c(c(=O)c3ccccc3n2C)c(=O)n1-c1ccccc1,-5
Cc1ccc(-n2c(SCC(=O)C(C)(C)C)nnc2-c2ccncc2)cc1,-3
O=C(Cn1cc(S(=O)(=O)N2CCCC2)ccc1=O)NC1CCCCCC1,-3
O=C(NCC(C1CCOC1)N1CCOCC1)c1ccc(Cl)nn1 (centres undefined),-2
CCOC(=O)c1nn(-c2ccc(C)cc2)c(=O)cc1OS(=O)(=O)c1ccc(CC)s1,0
Cc1nn(CC(=O)N2CCc3ccccc32)c(=O)c2c1cnn2-c1ccccc1,-8
COc1ccc(OC)c(Nc2ncnc3sc4c(c23)CCC4)c1,7
N#CC1(NC(=O)CSc2ncnc3sc4c(c23)CCCC4)CCCC1,-1
Cn1cnc(S(=O)(=O)N2CC[C@@H](c3ccc4ccccc4c3)[C@H](O)C2)c1,11
O=[N+]([O-])c1ccc(N2CCN(CC(O)Cn3c4ccccc4c4ccccc43)CC2)c([N+](=O)[O-])c1 (centres undefined),-13
O=S(=O)(NC1CC1)c1ccc(F)c(F)c1,-3
O=C(Nc1cccc(C(F)(F)F)c1)c1ccccc1O,2
CCS(=O)(=O)c1ccc2oc(=S)n(CN3CCOCC3)c2c1,-13
CN(C)c1ccc(CNCc2cccc(C#N)c2)cc1F,-10
Cc1ccc(-c2nnc(SCC(=O)N3CCC(C)CC3)o2)cc1,-6
CNC(=O)CCC(=O)N1CC[C@@H](c2ccc3ccccc3c2)[C@H](O)C1,-27
Cc1cccc(-c2noc(CN(C)C(=O)c3cnn4cc(C)cnc34)n2)c1,-22
Cc1ccc(S(=O)(=O)NNC(=O)C(C)C)c(C)c1,-3
CCS(=O)(=O)N1CCC(CCC(=O)NCCOC)CC1,2
O=C(/C=C/c1cccnc1)NC(c1cccs1)C1CCCC1 (centres undefined),3
NCCn1ncc2c(=O)n(Cc3cccc(C(F)(F)F)c3)cnc21,-2
CC(NCc1cc2ccccc2n1C)c1ccccc1 (centres undefined),0

# By substructure: those above containing a tert-butyl group
SMILES,mcGAS MS inh
CC(C)(C)CC(=O)N1CCN(c2ccc(S(C)(=O)=O)cc2[N+](=O)[O-])CC1,6
Cc1ccc(-n2c(SCC(=O)C(C)(C)C)nnc2-c2ccncc2)cc1,-3

# (continued)
SMILES,mcGAS MS inh
CSCCCNC(=S)Nc1ccc(F)c(Cl)c1,-7
CC(C)c1ccc(Nc2ncccc2C#N)cc1,-4
CSc1ncccc1C(=O)N(CC1CC1)C(C)C,-9
Cc1csc(=O)n1CCOC(=O)c1ccc(NC(=O)c2ccco2)s1,-5
O=C(NCC1(c2ccccc2)CC1)c1ccc(Cl)c(Cl)c1,-16
O=C1CCCN1CC1CCCN(c2nc3nonc3nc2N2CCSCC2)C1 (centres undefined),-14
Cc1ccc2nc(N3CCOCC3)c(C=C3SC(=S)N(CC(C)C)C3=O)c(=O)n2c1,-15
Cc1c(C(=O)N(C)Cc2c(F)cccc2Cl)sc2nc[nH]c(=O)c12,5
COc1cc(Cl)ccc1C(=O)NC1CCN(C(=O)C2CC2)CC1,-6
CCOc1ccccc1-c1cc(=O)c2cc(NC(C)=O)ccc2o1,-7
O=C(O)C1CN(C(=O)C2COc3ccccc3C2)c2ccccc2O1 (centres undefined),2
CC(=O)N1CCc2ccc(S(=O)(=O)Nc3ccsc3)cc21,-20
Cc1ccc2ncccc2c1CN1CCN(Cc2cccc(F)c2)CC1,-15
CCCCc1ccc(NC(=O)c2cc(=O)c(OCC)co2)cc1,-12
Cc1cc(OCc2ccccc2)ccc1NC(=O)N1CC[C@H](O)C1,-7
CC1(C(=O)NS(=O)(=O)c2ccc(C#N)cc2)CCN1C(=O)Cc1cccc2ccccc12 (centres undefined),-3
O=C(Nc1cnn(-c2ccccc2F)c1)N1CCOCC1,-11
COc1cc(S(=O)(=O)NCCCN2CCOCC2)c(OC)cc1Cl,-14
Cc1ccc(N2C(=O)NC(NC(=O)c3ccc(F)cc3)(C(F)(F)F)C2=O)cc1C (centres undefined),-4
CSc1cccc(N2CC(C(=O)NC3CCCCC3C)CC2=O)c1 (centres undefined),11
O=C1OC2(CCCC2)OC(=O)C1=Cc1cc(Cl)c(O)c(Cl)c1,3
Cc1nccc(N2CCC(N3CCCC(C(=O)NCc4cccnc4)C3)CC2)n1 (centres undefined),-6
CS(=O)(=O)c1ccc(CN2CCNC(C(=O)NCc3ccccn3)C2)cc1 (centres undefined),-13
